# Assay outcomes deposited in PubChem by National Center for Advancing Translational Sciences (NCATS).
# USP1-UAF1 inh – inhibitors of human USP1/UAF1 deubiquitinase | O94782 | recombinant USP1/UAF1, Ub-Rhodamine cleavage fluorescence | Potency, µM (series often up to 57.1 µM), without a hit: at the highest dose activity change, negative = inhibition, usual class: inhibitors | actives 0.23% (n = 390,000) | AID 743255; further: on the % scale 0 is the no-effect control and ±100 the full control effect; nearly all actives have a fitted effect of over 60% in size; inactives centre near -12
#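 Step one: compound is pinned into 1nM USP1/UAF1 in HEPES pH 7.8 buffer with TCEP. Step two: 15 min room-temperature incubation. Step three: Ub-Rho (150nM final) starts cleavage, tracked by fluorescence over six one-minute reads.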
# 12-LOX inh – inhibitors of human 12S-lipoxygenase ALOX12 | Potency, µM (doses to about 108 µM), for the others: top-dose activity change, negative = inhibition, usual class: inhibitors | P18054 | AID 1671190 | purified 12hLO, xylenol orange hydroperoxide absorbance | actives 1.1% (n = 580,000); further: on the % scale 0 is the no-effect control and ±100 the full control effect
#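 Purified human 12hLO (150 nM final) in 25 mM Hepes, 0.01% Triton X-100, pH 7.0 was preincubated 15 min at room temperature with compound. Then 40 uM arachidonic acid was added, 30 min. Hydroperoxide was read by Fe-XO absorbance ratio 573/405 nm.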
# TrxR1 substrate – rat thioredoxin reductase 1 substrate activity | purified TrxR1 substrate turnover, NADPH consumption readout | AID 588456 | actives 0.01% (n = 390,000) | Potency, µM (titrated, usually from 114 µM), for inactives: top-dose activity change, negative = substrate turnover | O89049; further: on the % scale 0 is the no-effect control and ±100 the full control effect; nearly all actives have a fitted effect of over 50% in size
#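 Rat TrxR1, dispensed at 90 nM, was prereduced with 400 uM NADPH (final) for 5 min at ~22 deg C, then incubated with compound 15 min before 400 uM selenite. A first-read NADPH fluorescence drop versus no-compound background flagged substrates.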
# rTrxR1 inhibitor – rat TrxR1 inhibition; actives 1% (n = 390,000); Potency, µM (highest dose often 114 µM), inactives show top-dose activity change, negative = inhibition, hits mostly inhibitors; AID 588453; recombinant rTrxR1, NADPH fluorescence consumption, selenite substrate; further: on the % scale 0 is the no-effect control and ±100 the full control effect; nearly all actives have a fitted effect of over 65% in size
#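 Rat TrxR1 (90 nM in the dispensed reagent) was pre-reduced with 400 uM NADPH for 5 min at room temperature, then incubated with compound for 15 min. After 400 uM selenite was added, NADPH fluorescence (Ex 340/Em 450 nm) was followed for 8 min.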
# Vif-A3G inh – Vif-A3G binding inhibition; HeLa A3G-eYFP + Vif (tagged APOBEC3G with the HIV-1 protein that degrades it), YFP fluorescence, overnight; Potency, µM (top dose mostly 46.1 µM), inactives show at the top dose activity, negative = active, hits mostly inhibitors; actives 0.076% (n = 410,000); AID 602310;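 further: on the % scale 0 is the no-effect control and ±100 the full control effect; nearly all actives have a fitted effect of over 60% in size; hits raise eYFP signal because A3G escapes Vif-driven loss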
#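 HeLa cells stably expressing Vif and C-terminally eYFP-tagged A3G, seeded overnight at 37 deg C, then exposed to compound by pintool overnight at 37 deg C. Rise in yellow fluorescence (Ex 488/Em 500-530, Acumen) marks blocked Vif-driven A3G degradation.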
# RXFP1 agonist – agonists of human relaxin receptor RXFP1; HEK293T-RXFP1 cAMP TR-FRET, 30 min; response scale: percent of porcine relaxin response, buffer zero; Potency, µM (series often up to 57.5 µM), for the others: top-dose activation, most hits filed as activators; actives 0.3% (n = 370,000); AID 2676; further: on the % scale 0 is the no-effect control and ±100 the full control effect; nearly all actives have a fitted effect of over 60% in size; many of its hits are not listed in these tables
# Target sequence (Q9HBX9 whole entry, looked up): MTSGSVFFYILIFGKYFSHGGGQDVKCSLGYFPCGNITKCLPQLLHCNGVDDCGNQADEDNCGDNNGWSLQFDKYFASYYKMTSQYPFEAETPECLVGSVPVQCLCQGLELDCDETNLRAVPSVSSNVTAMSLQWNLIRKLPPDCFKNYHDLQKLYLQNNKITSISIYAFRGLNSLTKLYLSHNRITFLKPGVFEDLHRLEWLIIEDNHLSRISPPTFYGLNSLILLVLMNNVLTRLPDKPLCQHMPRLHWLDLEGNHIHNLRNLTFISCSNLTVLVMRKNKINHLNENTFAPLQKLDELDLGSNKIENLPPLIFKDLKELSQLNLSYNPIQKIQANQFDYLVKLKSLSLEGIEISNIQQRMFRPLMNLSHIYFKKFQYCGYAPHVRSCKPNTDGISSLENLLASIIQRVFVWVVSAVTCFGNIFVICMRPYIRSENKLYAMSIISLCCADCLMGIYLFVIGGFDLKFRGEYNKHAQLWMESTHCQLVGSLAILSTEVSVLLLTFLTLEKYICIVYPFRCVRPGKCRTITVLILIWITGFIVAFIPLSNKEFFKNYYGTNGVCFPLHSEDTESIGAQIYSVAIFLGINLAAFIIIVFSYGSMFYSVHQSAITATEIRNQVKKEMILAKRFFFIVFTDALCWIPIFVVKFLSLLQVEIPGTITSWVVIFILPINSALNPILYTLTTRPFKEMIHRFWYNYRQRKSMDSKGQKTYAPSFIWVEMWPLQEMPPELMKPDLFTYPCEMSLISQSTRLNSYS
#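 HEK293 cells stably expressing RXFP1, treated 30 min at 37C with compounds plus PDE4 inhibitor Ro 20174; cAMP measured by HTRF TR-FRET. Normalized to buffer and 29 nM porcine relaxin; EC50 by Hill fit.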
# RGS4 inh – inhibitors of human regulator of G protein signaling 4; actives 0.039% (n = 390,000); Transcreener GDP fluorescence polarization, RGS4-accelerated GTP hydrolysis; P49798; Potency, µM (doses to about 114 µM), for the others: at the highest dose activity change, negative = inhibition, hits mostly inhibitors; further: on the % scale 0 is the no-effect control and ±100 the full control effect; nearly all actives have a fitted effect of over 75% in size; some results filed as inactive show a strong effect at the top dose
# Target sequence (P49798 whole entry, looked up): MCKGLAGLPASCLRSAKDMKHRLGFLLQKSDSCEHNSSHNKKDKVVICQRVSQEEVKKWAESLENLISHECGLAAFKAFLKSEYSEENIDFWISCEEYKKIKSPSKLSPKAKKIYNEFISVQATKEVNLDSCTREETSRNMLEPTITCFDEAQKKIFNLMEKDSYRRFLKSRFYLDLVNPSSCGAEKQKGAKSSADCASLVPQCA
#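 MLSMR compounds (23 nl, pin-transferred) preincubated 10 min at room temperature with a 500nM (2x) first reagent, then RGS4 at 900nM (2x) plus Transcreener GDP mix added; fluorescence polarization (620/688 nm) read before and after 90 min at 30 °C.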
# Vif-APOBEC3F blk – Vif-A3F binding inhibition. HeLa A3F-eYFP + Vif (tagged APOBEC3F with the HIV-1 protein that degrades it), YFP fluorescence increase. Potency, µM (series often up to 46.1 µM), for the others: top-dose activity, negative = active. actives 0.2% (n = 390,000); further: % of control where 0% means no effect; nearly all actives have a fitted effect of over 65% in size
#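 HeLa cells stably expressing Vif plus C-terminally eYFP-tagged A3F were seeded, incubated overnight at 37 deg C, dosed with compound, incubated overnight again at 37 deg C. Yellow fluorescence (Ex 488/Em 500-530) reported blocked Vif-mediated A3F-eYFP degradation.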
# IDH1 R132H inh – blocks human mutant IDH1 R132H enzyme. AID 602179. actives 0.093% (n = 390,000). Potency, µM (highest dose often 76.6 µM), without a hit: at the highest dose activity change, negative = inhibition, most hits filed as inhibitors. IDH1-R132H enzyme, NADPH consumption, diaphorase/resazurin fluorescence; further: on the % scale 0 is the no-effect control and ±100 the full control effect; nearly all actives have a fitted effect of over 65% in size
#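 IDH1-R132H (0.5 ug/mL) preincubated 30 min with compound, then NADPH (0.016 mM) and alpha-KG (2 mM) added; 80 min at RT, pH 7.5. Remaining NADPH coupled via diaphorase/resazurin to fluorescence (540/590 nm); concentration-response curves normalized to no-enzyme control.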
# * = called active by the depositor; u = inconclusive; x = no result given; & = joins results of further samples; [ ] = another dose, or the depositor's remark. The call rests on the fitted dose curve; in most records, active means well fitted curve in the direction sought with a large enough effect; inconclusive means small, poorly fitted or top-dose-only effect, or another doubt; inactive means no such curve, though single readings can be large; an effect the other way counts as inactive or inconclusive. Potency means the concentration at half of the fitted maximal effect. This is a subset; count on the stated rates, not on these rows.
SMILES,USP1-UAF1 inh,12-LOX inh,TrxR1 substrate,rTrxR1 inhibitor,Vif-A3G inh,RXFP1 agonist,RGS4 inh,Vif-APOBEC3F blk,IDH1 R132H inh
COCCn1c(SCC(=O)NCc2ccc(F)cc2)nc2ccccc21,u,-8.8%,-8.6%,-4.7%,0.1%,0.2%,-3.0%,1.9%,8.2%
O=C(Nc1cccc2c1CCCC2)c1cc([N+](=O)[O-])ccc1Cl,-20.8%,0.0%,-1.3%,3.8%,2.9%,-0.7%,-27.3%,-2.3%,2.2%
Cc1cccc(Cn2c(N(C)Cc3ccccc3)nc3c2c(=O)[nH]c(=O)n3C)c1,-27.7%,-12.1%,-1.0%,7.9%,-4.7%,1.7%,6.9%,-1.9%,-1.0%
O=C(COc1ccc(Cl)cc1)N1CCCCC1,-4.4%,3.3%,-7.7%,-9.8%,1.1%,0.3%,-43.4%,-2.3%,13.5%
Cc1ccc(S(=O)(=O)Nc2c(C)nn(C)c2C)cc1C,-15.6%,2.2%,3.8%,4.7%,0.2%,0.4%,-27.9%,1.8%,-0.2%
COc1ccc(Br)c(C(=O)N2CCN(S(=O)(=O)c3cccs3)CC2)c1,-9.8%,17.5%,4.0%,11.6%,-1.4%,0.7%,7.6%,-8.9%,1.5%
COc1ccccc1CNC(=O)C(C)n1c(=O)cc(C(F)(F)F)c2c(C)nn(C)c21 (configuration not stated),-23.0%,-3.4%,7.3%[57.1 µM],26.3%[57.1 µM],1.0%,0.2%,-22.0%,4.6%,2.5%
Cc1cccc(C)c1Nc1c(-c2ccccc2F)nc2cccc(C)n12,-13.3%,-10.2%,73.3%[activator],19.3%,-4.7%,5.0%,-14.9%,-1.5%,u
Cc1cc(NC(=O)CCC(=O)N(CC(=O)NCC2CCCO2)c2ccc(F)c(Cl)c2)no1 (configuration not stated),-11.4%,0.0%,-10.2%,-14.2%,-1.5%,0.1%,10.0%,0.2%,0.0%
Cc1cc(C)c2c(c1)C1(OCCO1)C(=O)N2,-20.6%,0.0%,12.7%[57.1 µM],4.8%[57.1 µM],1.8%,1.4%,-2.5%,-3.0%,-1.3%
O=S(=O)(Nc1cccc(S(=O)(=O)N2CCCC2)c1)c1ccccc1F,-8.3%,160.2%[activator],3.2%,6.0%,-0.3%,x,29.1%,5.7%,0.0%
O=C(C[n+]1cc(Br)cc2ccccc21)c1ccc(F)cc1,-18.4%,0.0%,-4.0%&-8.8%,-21.0%&-5.3%,u,8.2%,-50.8%,u,9.0%
Cn1c(=O)cc(OCC(=O)N2CCN(c3ccc(F)cc3)CC2)c2ccccc21,-24.4%,0.0%,-6.3%,7.4%,2.0%,-0.3%,-32.3%,1.1%,-3.3%
CCCCNC(=O)N(c1c(N)n(Cc2ccccc2)c(=O)[nH]c1=O)C1CCCC1,-11.4%,4.1%,-2.7%,1.7%,4.2%,0.5%,1.7%[11.4 µM],0.2%,3.0%
O=C(Nc1ccccc1C(=O)NCC1CCCO1)c1ccccc1F (configuration not stated),-14.2%,9.8%,0.1%,7.9%,-0.1%,4.0%,7.5%,-12.8%,0.8%

# 2 compounds from above, showing only IDH1 R132H inh:
molecule	IDH1 R132H inh
Cc1cccc(C)c1Nc1c(-c2ccccc2F)nc2cccc(C)n12	u
Cc1cc(NC(=O)CCC(=O)N(CC(=O)NCC2CCCO2)c2ccc(F)c(Cl)c2)no1 (configuration not stated)	0.0%

# (more compounds)
SMILES,USP1-UAF1 inh,12-LOX inh,TrxR1 substrate,rTrxR1 inhibitor,Vif-A3G inh,RXFP1 agonist,RGS4 inh,Vif-APOBEC3F blk,IDH1 R132H inh
Cc1ccccc1S(=O)c1ccccc1C(=O)O (configuration not stated),-5.7%,u,5.0%,14.3%,-4.6%,2.2%,-25.2%,10.1%,5.9%
CCOC(=O)c1ccc(N2Cc3ccccc3C2=N)cc1,-9.9%,-20.5%,-11.1%,11.4%[57.1 µM],0.1%,-0.7%,-8.9%,10.7%,-2.1%
COc1ccc(NC(=O)Cn2c(SCc3cc(C)ccc3C)nc3ccncc32)c(OC)c1OC,u,0.0%,-11.5%,-0.2%,3.7%,0.1%,-13.0%,2.2%,0.0%
CC(=O)Nc1ccc(/C(C)=N/NC(=O)c2ccccc2Cl)cc1,-14.0%,-0.8%,-15.7%,-15.5%,-4.1%,-0.1%,-22.0%,-3.6%,3.8%
C/C(=N\NC(=O)c1cccc(Br)c1)c1cccnc1,-4.4%,453.8%[activator],-2.1%,11.5%,-3.4%,1.6%,3.8%,0.6%,20.9%
O=C(NCC1CCCO1)c1cc(-c2ccc(F)cc2)no1 (configuration not stated),-19.2%,1.9%,2.2%,9.0%,2.6%,-2.1%,-1.2%,-5.5%,3.5%
COc1ccc(S(=O)(=O)N(CC(=O)N2CCN(c3ccccc3)CC2)c2ccccc2)cc1,-17.6%,0.0%,-4.2%,3.5%,0.4%,1.9%,-35.1%,0.4%,2.2%
CN(Cc1ccccc1)S(=O)(=O)c1ccc(NS(=O)(=O)Cc2ccccc2)cc1,-14.8%,-9.6%,-12.9%,-13.8%,1.2%,1.7%,34.0%,-14.7%,3.4%
COc1ccc(Cn2nnnc2C(c2ccccc2)N2CCN(C3CCCC3)CC2)cc1 (configuration not stated),-5.0%,7.7%,3.8%[57.1 µM],9.3%[57.1 µM],1.3%,-0.4%,-2.6%[11.4 µM],0.7%,-2.2%
NC(=O)CN1CCCN(S(=O)(=O)c2ccc(Br)cc2)CC1,-11.3%,u,16.2%,20µM*,2.5%,-0.6%,-46.6%,x,4.8%
CNC(=O)c1[nH]cnc1C(=O)N[C@@H](Cc1ccccc1)C(=O)OC(C)(C)C,-12.4%,-0.2%,-5.0%,13.4%,2.8%,1.6%,3.4%,5.0%,-0.1%
COC(=O)[C@@H]1C[C@H]2CC[C@H](O)C[C@H]2N1Cc1ccc(N2CCN(C)CC2)cc1,-18.4%,-8.0%,6.0%[57.1 µM],5.7%[57.1 µM],1.5%,0.0%,7.3%,-5.6%,-3.8%
Cc1cccc(C(=O)N2CCCC(N3CCN(c4ccccc4F)CC3)C2)n1 (configuration not stated),0.9%,4.4%,3.2%,5.4%,-1.9%,-0.1%,-12.4%,6.5%,0.2%
COC(=O)C(C(=O)Nc1cc(C)on1)C1CCCCCC1 (configuration not stated),-19.6%,2.4%,-2.0%[57.1 µM],9.7%[57.1 µM],u,0.6%,3.6%,2.9%,5.8%
COCCNC(=S)N/N=C(\C)c1ccc2cc(OC)ccc2c1,-16.1%,35.5µM*,-5.9%,-13.4%,-13.8%,3.1%,-37.3%,-1.3%,7.5%
COc1ccc(-c2noc(CCC(=O)NCc3cccnc3)n2)cc1OC,-18.9%,0.0%,-6.7%[57.1 µM],7.7%[57.1 µM],-0.9%,-0.2%,5.0%[11.4 µM],-2.4%,1.2%
CCn1c(SCC(=O)Nc2ccc(OC)cc2)nnc1-c1ccco1,-14.1%,74.5%[activator],-8.8%,-0.2%[57.1 µM],0.0%,1.0%,-18.2%,-6.3%,11.0%
COC(=O)C1=C(C(=O)OC)[C@@H]2N(C)c3ccccc3[C@@]23C[C@@H](C(=O)OC)N(C(=O)COCc2ccccc2)C3=N1,19.6%,x,8.7%[57.1 µM],15.7%[57.1 µM],-1.8%,0.5%,6.9%,4.9%,-11.4%
CC1CCCCC1NCC#CCOc1ccc(Cl)cc1 (configuration not stated),-16.1%,-12.5%,-6.3%,-15.6%,-0.4%,-0.4%,-21.5%,2.2%,18.7%
COc1ccc(/C=C2/S/C(=N/N=C3\CC4CCC3(C)C4(C)C)NC2=O)cc1 (configuration not stated),-16.8%,12.3%,8.6%[57.1 µM],16.5%[57.1 µM],-0.6%,3.3%,-3.0%,-13.8%,-1.2%
COc1cccc(C(=O)N2CCN(C(=O)C3CC3)CC2)c1,-25.5%,0.3%,1.1%,19.4%,1.6%,-1.4%,1.0%,-3.9%,3.5%
Cn1nc(-c2ccccn2)nc2c(=O)n(C)c(=O)nc1-2,0.0316µM*,u,35.5µM*,u,-8.4%,-0.7%,-27.3%,1.8%,28.8%
Cc1[nH]c(=O)c(C#N)c(C)c1Cl,-6.3%,u,6.7%,-5.6%,-0.9%,3.3%,16.0%,10.8%,-2.0%
CCN(CC)CCNC(=O)c1cn(CC)c2ccc(S(=O)(=O)N3CCc4ccccc4C3)cc2c1=O,u,28.9%&-24.4%,5.2%[57.1 µM],5.4%[57.1 µM],1.4%&2.7%,4.4%&1.4%,-21.4%[56.9 µM],-6.1%&-1.4%,4.9%&21.6%
O=C(CS(=O)CC(=O)Nc1cccnc1)Nc1ccc(F)cc1 (configuration not stated),-3.6%,-0.7%,2.9%,16.3%,-0.7%,1.0%,-22.5%,-4.1%,-1.0%
COC(=O)c1ccc(C(=O)OC)c(NC(=O)CSc2nc(-c3ccco3)cc(C(F)(F)F)n2)c1,-18.2%,0.0%,6.1%,-12.6%,-1.2%,x,-0.3%,2.8%,0.0%
O=C(COC(=O)C12CC3CC(CC(C3)C1)C2)NCCCc1ccccc1,-17.3%,-1.6%,10.7%[57.1 µM],7.6%[57.1 µM],-0.1%,-0.6%,-4.3%,4.8%,1.8%
